# ALOX12 inh: inhibitors of human 12S-lipoxygenase ALOX12. P18054. purified 12hLO, xylenol orange hydroperoxide absorbance. Potency, µM (series often up to 108 µM), without a hit: at the highest dose activity change, negative = inhibition, actives largely listed as inhibitors. hit rate 1.1% among 580,000; note: potency is the fitted concentration of half-maximal effect; % is set by controls: 0 for no effect and ±100 for the full control effect
#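 Purified human 12hLO at 150 nM in 25 mM Hepes, 0.01% Triton X-100, pH 7.0, preincubated 15 min at room temperature with compound. Reaction started with 40 uM arachidonic acid, 30 min at room temperature. Hydroperoxide measured by Fe-xylenol orange, 573/405 nm absorbance ratio.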
# APE1 inh: APE1 (human) endonuclease inhibition; P27695; recombinant APE1, TAMRA/BHQ-2 abasic DNA cleavage fluorescence; Potency, µM (series often up to 65.8 µM), for the others: at the top dose activity change, negative = inhibition, usual class: inhibitors; hit rate 0.35% among 350,000;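 note: potency is the fitted concentration of half-maximal effect; plate controls were vehicle for no effect and reference inhibitor for full effect; nearly all actives have a fitted effect of over 55% in size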
# Target sequence (P27695 whole entry, looked up): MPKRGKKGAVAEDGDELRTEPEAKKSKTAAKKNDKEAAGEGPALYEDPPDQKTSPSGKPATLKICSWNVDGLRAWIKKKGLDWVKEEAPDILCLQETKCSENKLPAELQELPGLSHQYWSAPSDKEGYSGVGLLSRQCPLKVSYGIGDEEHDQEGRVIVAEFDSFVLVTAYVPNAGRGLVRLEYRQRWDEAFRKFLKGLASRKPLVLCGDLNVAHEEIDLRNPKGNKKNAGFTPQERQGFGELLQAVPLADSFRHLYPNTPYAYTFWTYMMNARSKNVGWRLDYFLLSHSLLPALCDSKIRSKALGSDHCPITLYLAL
#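 Measures dequenching upon AP-site incision of a 5'-TAMRA/3'-BHQ-2 THF-containing duplex, 50 nM; human APE1 0.75 nM after 15 min room-temperature exposure to compound; kinetic three-point read at one-minute spacing.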
# Anesthetic bind: candidate novel general anesthetic via apoferritin binding; P02791; Potency, µM (doses to about 77.5 µM), inactives show at the highest dose activity change, negative = displacement, actives largely listed as inhibitors; apoferritin/1-aminoanthracene competitive binding, fluorescence; AID 485281; hit rate 0.074% among 350,000; note: potency is the fitted concentration of half-maximal effect; % is set by controls: 0 for no effect and ±100 for the full control effect; nearly all actives have a fitted effect of over 20% in size
#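 10 uM apoferritin + 50% sat. 1-AMA, PBS; cpd 10 min RT; Ex380/Em535 endpoint; normalized to free probe vs complex; 4-param Hill fit; propofol titration as pos. ctrl.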
# POLH inh: inhibitors of human DNA polymerase eta; AID 588591; hit rate 1.2% among 390,000; Potency, µM (top dose mostly 114 µM), inactives show top-dose activity change, negative = inhibition, most hits filed as inhibitors; recombinant Pol eta, fluorescent DNA replication assay; Q9Y253; note: potency is the fitted concentration of half-maximal effect; % is set by controls: 0 for no effect and ±100 for the full control effect
#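 Pol eta at 10 nM preincubated with compounds 15 min at room temperature; reaction started with fluorescent substrate (50 nM final) and read kinetically at 0 and 10 min.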
# RGS4 inhibitor: blocks human RGS4-accelerated GTP hydrolysis. Transcreener GDP fluorescence polarization, RGS4-accelerated GTP hydrolysis. hit rate 0.039% among 390,000. Potency, µM (titrated, usually from 114 µM), for the others: at the highest dose activity change, negative = inhibition, usual class: inhibitors; note: potency is the fitted concentration of half-maximal effect; % is set by controls: 0 for no effect and ±100 for the full control effect; nearly all actives have a fitted effect of over 75% in size; some results filed as inactive show a strong effect at the top dose
# Target sequence (P49798 whole entry, looked up): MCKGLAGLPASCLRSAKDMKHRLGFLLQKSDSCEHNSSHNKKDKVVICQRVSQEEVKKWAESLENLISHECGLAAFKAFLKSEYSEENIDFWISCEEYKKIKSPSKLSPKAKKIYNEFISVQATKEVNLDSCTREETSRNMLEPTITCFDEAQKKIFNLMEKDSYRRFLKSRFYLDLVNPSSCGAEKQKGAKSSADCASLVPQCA
#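 MLSMR compounds (23 nl, pin-transferred) preincubated 10 min at room temperature with a 500nM (2x) first reagent, then RGS4 at 900nM (2x) plus Transcreener GDP mix added; fluorescence polarization (620/688 nm) read before and after 90 min at 30 °C.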
# Pol beta inh: DNA polymerase beta (human) inhibition; Pol beta primer extension/strand displacement, fluorescence kinetic; Potency, µM (top dose mostly 114 µM), for inactives: at the highest dose activity change, negative = inhibition, hits mostly inhibitors; hit rate 1.3% among 340,000; AID 485314; note: potency is the fitted concentration of half-maximal effect; % is set by controls: 0 for no effect and ±100 for the full control effect
#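 Preincubation: enzyme (10 nM) with compound, 15 min, RT. Reaction: substrate added to 50 nM final. Reads: 0 and 10 min. Analysis: normalized, Hill fit.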
# LDHA inh: inhibitors of human lactate dehydrogenase A. purified LDHA, NADH/diaphorase-resazurin fluorescence; stronger effect = lower value. activity change, % (values are at about 110 or 230 µM). hit rate 0.15% among 480,000. AID 1347041; in the data active = activity change below about -30%; inconclusive = mostly about -25% to -30%;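 note: plate controls were DMSO wells for no effect and wells without enzyme for full effect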
#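 Resorufin fluorescence (ex540/em590), read at 0 and 20 min after diaphorase/resazurin addition, reports the NADH left after a 5 min room-temperature reaction of 2 nM human LDH5 with 0.06 mM NADH and 0.2 mM pyruvate.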
# ERG-DNA inh: inhibitors of human ERG Ets domain-DNA interaction; fluorescence polarization, His-ERG Ets domain / labelled DNA; P11308; hit rate 0.028% among 370,000; Potency, µM (top dose mostly 76.9 µM), without a hit: at the highest dose FP activity, negative = inhibition, usual class: inhibitors; active = well fitted inhibition curve with a large enough effect in the polarisation, with a control signal flat; inconclusive = small, poorly fitted or top-dose-only effect, or effect the other way, or a change in a side signal; inactive = no such curve, though single readings can be large or run the other way; the % refers to the polarisation;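 note: polarization taken with two DNA probes labelled with fluorescein and Texas red; potency is the fitted concentration of half-maximal effect; % of control where 0% means no effect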
# Target sequence (P11308 whole entry, looked up, the tested form may be a part): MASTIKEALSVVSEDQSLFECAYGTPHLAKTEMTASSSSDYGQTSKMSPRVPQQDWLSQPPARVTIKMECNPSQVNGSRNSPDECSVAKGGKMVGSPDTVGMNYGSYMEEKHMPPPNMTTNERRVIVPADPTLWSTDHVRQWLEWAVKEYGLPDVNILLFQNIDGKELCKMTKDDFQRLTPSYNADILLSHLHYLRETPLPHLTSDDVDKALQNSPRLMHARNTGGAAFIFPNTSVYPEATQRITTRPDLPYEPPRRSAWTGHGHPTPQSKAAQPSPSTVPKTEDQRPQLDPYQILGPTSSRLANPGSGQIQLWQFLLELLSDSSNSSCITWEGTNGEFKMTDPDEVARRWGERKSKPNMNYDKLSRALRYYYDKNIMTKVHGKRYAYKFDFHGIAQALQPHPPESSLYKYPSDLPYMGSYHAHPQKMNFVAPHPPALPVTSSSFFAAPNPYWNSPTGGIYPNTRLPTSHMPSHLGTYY
#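 His-tagged ERG Ets domain (1 uM in the protein solution; 300mM KCl, 50mM Tris-HCl, 1mM EDTA, 1mM DTT, pH 7.5) received compound, then a probe mix of 5 nM fluorescein-DNA and 100nM Texas-615-DNA. Fluorescence polarization was read for both dyes.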
# Pol kappa inh: inhibitors of human DNA polymerase kappa. Q9UBT6. purified Pol kappa, fluorescent DNA synthesis assay, 10 min. Potency, µM (series often up to 107 µM), inactives show top-dose activity, negative = inhibition, usual class: inhibitors. hit rate 0.53% among 400,000. AID 588579; note: potency is the fitted concentration of half-maximal effect; % is set by controls: 0 for no effect and ±100 for the full control effect
#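 Inhibition of 10 nM Pol kappa is measured by a fluorescent read-out at 0 and 10 min following addition of 50 nM substrate (final), with a 15-min room-temperature compound preincubation.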
# Numbers without * were called inactive; i = inactive; ? = inconclusive; · = not tested or not shown; & = joins results of further samples; [ ] = dose if it differs, or a comment. Unless noted, calls come from the whole dose curve; as a rule, active = well fitted curve in the direction sought with a large enough effect; inconclusive = small, poorly fitted or top-dose-only effect, or another doubt; inactive = no such curve, though single readings can be large; an effect the other way counts as inactive or inconclusive. Not all compounds are listed; count on the stated rates, not on these rows.
structure	ALOX12 inh	APE1 inh	Anesthetic bind	POLH inh	RGS4 inhibitor	Pol beta inh	LDHA inh	ERG-DNA inh	Pol kappa inh
CCOC(=O)C(=O)Nc1nc(-c2ccccc2)c(-c2ccccc2)o1	3%	-2%	2%	-14%	3%	-4%	0	-1%	2%
CC(C)CCC1(CCNC(=O)c2cccs2)CCOC(C)(C)C1 (centres undefined)	180%[activator]	2%	-11%	-16%	-5%	10%	-5	9%	-2%
CC(C)Cn1c(C2CC(=O)N(c3ccccc3Cl)C2)nc2ccccc21 (centres undefined)	-4%	·	-9%	-4%	-8%	9%	-3	7%	-8%
CC(OC(=O)C1CCN(S(=O)(=O)c2ccc(C(C)(C)C)cc2)CC1)C(=O)N(C)C1CCCCC1 (centres undefined)	2%&-3%	·	·	-9%	-2%	·	2&-1	-6%	-8%
COc1ccc(NC(=O)c2cccc(N3C(=O)C4CC=C(C)CC4C3=O)c2)c(OC)c1 (centres undefined)	-19%	4%	-21%	-10%	15%	-8%	-11	-15%	-4%
COc1ccc(N2CCN(C(=O)c3ccc(S(=O)(=O)N4CCOCC4)cc3)CC2)cc1	?	0%	-22%	4%	-27%	5%	2	-7%	2%
Cc1cccnc1NC(=O)CSc1ccc2c(c1)OCCO2	-2%	10%	·	-2%	2%	·	-3	-3%	-16%
COc1ccc(N2CCN(Cc3cc(=O)oc4cc(-c5ccccc5)c(O)cc34)CC2)cc1	37%[activator]	-6%	-18%	-13%	-5%	4%	1	2%	1%
COCCN(C(=O)COC(=O)CC(C)c1ccccc1)c1c(N)n(Cc2ccccc2)c(=O)[nH]c1=O (centres undefined)	-1%	15%	·	-3%	-7%	·	-7	7%	6%
O=C(Nn1cnc2ccccc2c1=O)c1ccc(F)cc1Cl	-17%	18%	-10%	8%	11%	19%	-3	·	-5%
CCc1ccc(N2C(=O)Cc3c2nc(N)c(C#N)c3N)cc1	-26%	-5%	?	?	0%	-2%	0	-3%	-29%
Cc1cc2nnc(SCC(=O)N(C)C3CCS(=O)(=O)C3)n2c2ccccc12 (centres undefined)	4%	13%	-4%	-11%	7%[56.9 µM]	14%	-1	-6%	-16%
CCOC(=O)c1c(C)oc2ncnc(Nc3cc(C)cc(C)c3)c12	-8%	·	-10%	-14%	-6%	15%	-3	-3%	2%
CC1(C)C[C@@H](O)CC2(C1)C[C@]1(C)CC(O)[C@H]2C(C)(C)C1 (some centres undefined)	176%[activator]	·	·	-32%	-28%	·	-1	5%	-6%
Cc1ccc(SCC(=O)OC(C)C(=O)NC2(C#N)CCCCC2)cc1 (centres undefined)	3%	-7%	·	-7%	2%	·	-4	-8%	-14%
Cn1nc(C(F)(F)F)c(C#N)c1N1CCN(c2ccc(F)cc2)CC1	-4%	-5%	1%	-16%	10%	8%	-5	-6%	-3%
CCOc1ccccc1N(CC(=O)NC1CCCC1)C(=O)CCCC(=O)Nc1ccccn1	-19%	-2%	-4%	7%	23%	0%	-7	12%	-3%
Cc1cc(OCC(=O)Nc2ccc(-c3nc4cc(Cl)ccc4o3)cc2)cc(C)c1Cl	-22%	·	4%	-13%	12%	12%	-9	0%	-14%
CC(C)(C)c1ccccc1NC(=O)c1cnn2c(C(F)F)cc(-c3ccccc3)nc12	-5%	·	-6%	-15%	1%	48%	-3	3%	0%
N#CCCN(C(=O)COC(=O)C1CCN(S(=O)(=O)c2ccc3c(c2)OCCO3)CC1)c1ccccc1	18%	29%	·	-5%	-37%	·	-4	-18%	-6%
CCOC(=O)C1CCN(C(=O)c2cc(OCC)c(OCC)c(OCC)c2)CC1	-11%	0%	2%	7%	-22%	28%	-3	1%	-5%
CCOC(=O)C1CCCN(C(=O)Nc2c(-c3ccccc3)noc2C)C1 (centres undefined)	274%[activator]	?	6%	-21%	6%	12%	-5	9%	3%
N#CCC(=O)N/N=C/c1coc2ccccc2c1=O	215%[activator]	-6%	4%	?	?	?	-4	-3%	-22%
Cc1nnc(SCC(=O)N(CC(C)C)c2c(N)n(CC(C)C)c(=O)[nH]c2=O)n1-c1ccccc1	-13%	-2%	-22%	-11%	-33%	22%	1	13%	10%
Fc1ccc2c(c1)-c1c(cnc3cc(-c4ccc(Cl)cc4)nn13)CO2	-23%	·	-7%	-7%	-6%	19%	1	-2%	-4%
O=C(NCc1ccccn1)C1Nc2ccc(C(F)(F)F)cc2C2C=CCC12 (centres undefined)	?	·	·	-14%	-35%	·	14	-4%	-15%
COc1ccc(N2CC(C)Cn3c2nc2c3c(=O)n(Cc3ccccc3)c(=O)n2C)c(OC)c1 (centres undefined)	?	4%	-15%	-5%	13%	14%	10	-10%	-24%
C=CCOC(=O)C1=C(C)NC(C)=C(C(=O)OCC=C)C1/C=C/c1ccccc1	4%	-5%	144%[activator]	-13%	-18%	-18%	0	2%	-10%
CCCCCCC#Cc1ccc2c(c1)COc1c3ccccc3nn1-2	7%	1%	-6%	1%	15%	-1%	-2	-3%	-1%
N#Cc1cc(C(=O)c2ccccc2O)cn(-c2nccs2)c1=O	-28%	14%	-18%	16µM*	-36%	20µM*	-4	8%	-29%
CNc1ccc(OC)cc1-n1cnc(-c2ccc([N+](=O)[O-])cc2)c1	?	-6%	-11%	-14%	7%	5%	0	-5%	0%
CN(C)S(=O)(=O)c1cccc(C(=O)OCC(=O)Nc2ccc3c(c2)OCCO3)c1	-17%	-11%	·	-9%	-10%	·	-3	1%	-20%
CCCCCN(C(=O)CCC(=O)OCc1cccc(F)c1)c1c(N)n(CCCC)c(=O)[nH]c1=O	-3%	-6%	·	-13%	11%	·	-13	-5%	-4%
COc1ccc(Cl)cc1NC(=O)c1cc2ccccn2n1	-13%	·	-4%	-15%	-37%	-7%	0	3%	-3%
COc1cc(/C=C/C(=O)OCC(=O)NCc2ccc3c(c2)OCO3)cc(OC)c1OC	2%	-1%	·	-11%	-32%	·	0	·	-10%
Cn1nnc(NCc2cc(Br)ccc2OCc2cccs2)n1	-1%	16%	-11%	4%	-18%	1%	-3	·	-6%
COc1cccc(/C=N/NC(=O)c2cc3c(OC)ccc(OC)c3[nH]2)c1O	9%	3%	94%[activator]	-17%	0%	-10%	-3	10%	-8%
Cc1cc(C)cc(-n2ncc3c2CCCC3NC(=O)c2cc(C)[nH]n2)c1 (centres undefined)	-2%	5%	-11%	-3%	26%	17%	-1	-1%	-17%
CC(=O)N1CCc2cc(S(=O)(=O)CCC(=O)O)ccc21	0%	-6%	-6%	-4%	?	7%	-5	0%	-10%
COC(=O)c1ccc(-n2c(C)cc(C(=O)CSc3ccc(NC(C)=O)cc3)c2C)cc1	-16%	-3%	-22%	-15%	-39%	0%	-3	-3%	-12%
O=C1CN(C(=O)c2c(F)cccc2F)C(c2ccc(F)cc2)c2cc(F)ccc2N1 (centres undefined)	i	-1%	-7%	-15%	-11%	6%	-1	3%	-6%
O=c1c(O)c(-c2cccs2)oc2ccccc12	-2%	-5%	177%[activator]	-12%	-6%	2%	-9	-10%	1%
C=CCN1CCN(C(=O)c2oc3ccccc3c2C)CC1	-1%	-6%	-7%	-20%	-32%	12%	1	9%	-7%
CC(NC(=O)CCC1COc2ccccc2O1)c1ccccc1 (centres undefined)	18%	8%	-20%	9%	19%	-1%	-5	7%	-6%
Cc1nn(Cc2ccc(Cl)c(Cl)c2)c(C)c1NC(=O)c1cc(CC(C)C)on1	-21%	-4%	-14%	-12%	8%	1%	-1	-11%	-13%
O=C(N/N=C/C(Br)=C/c1ccccc1)c1ccccc1F	19%	25%	-3%	-2%	-8%	0%	0	7%	-21%
O=C(N[C@H](C(=O)O)c1ccccc1)C1CCC(Cn2cnc3ccccc3c2=O)CC1 (some centres undefined)	0%	2%	-1%	-16%	-7%	8%	2	2%	-13%
COc1ccc2c(c1OC)C(=O)OC2Nc1ncccc1C (centres undefined)	i	1%	-8%	-6%	-29%	32%	-2	0%	3%
O=C(Nc1nnc(CCc2ccccc2)s1)C1CCCO1 (centres undefined)	?	-2%	-8%	7%	0%	?	-5	-1%	-4%
CC1CCCN(S(=O)(=O)c2ccc(C(=O)Nc3nnc(-c4ccncc4)o3)cc2)C1 (centres undefined)	-2%	2%	-11%	-5%	-6%	-1%	1	3%	-8%
CCOC(=O)Cn1c(=O)c(C#N)cn(C(C)C)c1=O	35%[activator]	1%	-7%	-22%	-15%	?	-10	3%	6%
CCN(C(=O)c1c(C)oc2ncnc(N3CCCCC3)c12)c1cc(C)ccc1C	1%	·	-8%	-18%	-20%	7%	-17	1%	0%
O=C(CNC(=O)c1ccc(Cl)cc1Cl)NCCCn1ccnc1	4%	3%	-8%	-6%	-25%	24%	-1	2%	-3%
CSc1ncccc1C(=O)N1CCCC(Nc2ccc(C)c(C)c2)C1 (centres undefined)	-1%	0%	-13%	-5%	-6%	-15%	8	8%	-15%

# Compound activity as filed in PubChem.
